PL biosyn Enam: blocks phospholipid synthesis in CHO cells, Enamine compounds; ZR-82 CHO cells, pyrene fatty acid UV survival, CellTiter Blue; peroxisome-deficient CHO-K1 mutant line; plus DGAT-1, DGAT-2 and ACAT inhibitors; actives 0.4% (n = 20,000); calls only at 10 µM;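 active means cell survival signal 2 SD away from solvent-only control wells, confirmed on one or two retests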;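 further: 3 h compound exposure then viability read about one day after UV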
Calls only; i = inactive. Not all compounds are listed; rates above refer to the full screens.

The first 17 entries as a preview:
SMILES	PL biosyn Enam
CCN1CC2([N+](=O)[O-])C=C(C(=O)O)CC([N+](=O)[O-])(C1)C2 (stereo not drawn)	i
COc1ccc(C2=NN(S(C)(=O)=O)C(c3ccc(OC)c(O)c3)C2)cc1 (stereo not drawn)	i
O=S(=O)(c1ccc(Cl)cc1)c1nc(Nc2cc(Cl)cc(Cl)c2)sc1Cl	i
Clc1ccccc1CSc1nnc(-c2ccccc2)c2ccccc12	i
C=C(C)CN(CC)C(=O)Cn1nc(C)c(S(=O)(=O)N2CCOCC2)c1C	i
O=S(=O)(Oc1ccc(Cl)cc1Cl)c1ccc(F)cc1	i
COc1ccc(N)cc1S(=O)(=O)Nc1ccc(I)cc1	i
c1ccc(-n2c(Sc3ncnc4sc5c(c34)CCC5)nc3ccccc32)cc1	i
COc1ccc(/C=C/c2ccc3c(Cl)cc(Cl)c(O)c3n2)cc1O	i
Cc1oc2nc[nH]c(=O)c2c1C(=O)O	i
O=C(Cn1cncn1)N/N=C/c1cccs1	i
CO/N=C1/C(=O)Nc2ccc([N+](=O)[O-])cc21	i
CC(=O)NC1C(OCC(C)C)OC(COC(C)=O)C(OC(C)=O)C1OC(C)=O (stereo not drawn)	i
Fc1ccccc1C1=Nn2cc(-c3ccccc3)nc2SC1	i
Cc1cc(C(=O)CSc2nnc(C3CC3)n2C2CC2)c(C)n1C1CCS(=O)(=O)C1 (stereo not drawn)	i
S=c1oc2ccc(Cl)cc2n1CN1CCCCCCC1	i
CN=C1NN=C(c2ccc(C)cc2C)CS1	i

The list itself, previewed entries included:
SMILES	PL biosyn Enam
CCN1CC2([N+](=O)[O-])C=C(C(=O)O)CC([N+](=O)[O-])(C1)C2 (stereo not drawn)	i
COc1ccc(C2=NN(S(C)(=O)=O)C(c3ccc(OC)c(O)c3)C2)cc1 (stereo not drawn)	i
O=S(=O)(c1ccc(Cl)cc1)c1nc(Nc2cc(Cl)cc(Cl)c2)sc1Cl	i
Clc1ccccc1CSc1nnc(-c2ccccc2)c2ccccc12	i
C=C(C)CN(CC)C(=O)Cn1nc(C)c(S(=O)(=O)N2CCOCC2)c1C	i
O=S(=O)(Oc1ccc(Cl)cc1Cl)c1ccc(F)cc1	i
COc1ccc(N)cc1S(=O)(=O)Nc1ccc(I)cc1	i
c1ccc(-n2c(Sc3ncnc4sc5c(c34)CCC5)nc3ccccc32)cc1	i
COc1ccc(/C=C/c2ccc3c(Cl)cc(Cl)c(O)c3n2)cc1O	i
Cc1oc2nc[nH]c(=O)c2c1C(=O)O	i
O=C(Cn1cncn1)N/N=C/c1cccs1	i
CO/N=C1/C(=O)Nc2ccc([N+](=O)[O-])cc21	i
CC(=O)NC1C(OCC(C)C)OC(COC(C)=O)C(OC(C)=O)C1OC(C)=O (stereo not drawn)	i
Fc1ccccc1C1=Nn2cc(-c3ccccc3)nc2SC1	i
Cc1cc(C(=O)CSc2nnc(C3CC3)n2C2CC2)c(C)n1C1CCS(=O)(=O)C1 (stereo not drawn)	i
S=c1oc2ccc(Cl)cc2n1CN1CCCCCCC1	i
CN=C1NN=C(c2ccc(C)cc2C)CS1	i
O=c1[nH]ncc(Nc2ccc(F)cc2)c1Cl	i
CCCCOc1ccc(OC2OCCOC2Oc2ccc(OCCCC)cc2)cc1 (stereo not drawn)	i
S=c1[nH]nc(-c2ccccc2Cl)o1	i
Cn1nnnc1SCc1cc(-c2ccco2)on1	i
Cc1cc(=O)[nH]c(N/N=C/C2CC=CCC2)n1 (stereo not drawn)	i
Clc1snnc1CSc1nnc(-c2c[nH]c3ccccc23)n1C1CC1	i
O=C(OCN1C(=O)c2ccccc2C1=O)c1cc2ccccc2o1	i
CCCn1c(SCc2coc(-c3cccs3)n2)n[nH]c1=O	i
OC(COc1ccc2c(c1)OCO2)CN1CCN(c2ccc(F)cc2)CC1 (stereo not drawn)	i
O=C(NNC(=O)C1COc2ccccc2O1)c1n[nH]c(=O)c2ccccc12 (stereo not drawn)	i
CN1c2ccccc2C(C)(C)C12C=Cc1c(ccc3oc4c(c13)CCCC4)O2 (stereo not drawn)	i
Cc1nnc(CSc2nnc(-c3c[nH]c4ccccc34)o2)o1	i
COc1cc(/C=N/N2C(=O)CSC2=S)cc(Br)c1O	i
Cc1ccc(C(O)=C2C(=O)C(=O)N(c3nncs3)C2c2ccc(C(C)(C)C)cc2)cc1 (stereo not drawn)	i
Cn1cnc([N+](=O)[O-])c1Oc1ccc2cc(Br)ccc2c1	i
CCCCCc1c(O)nc(SCCN(CCC)CCC)[nH]c1=O	i
O=C(O)COc1ccc2c(=O)c(Oc3ccc(Cl)cc3)coc2c1	i
Cc1cc2nc(/C=C/c3ccc(C(F)(F)F)cc3)sc2cc1C	i
Clc1ccc(-c2nnc(CN(CCOc3cc(Cl)ccc3Cl)C3CC3)o2)cc1	i
O=C(N=Nc1c(O)[nH]c2c(Cl)cc(Cl)cc12)C12CC3CC(CC(C3)C1)C2	i
OC(CSc1nc2ccccc2s1)Cn1c2ccccc2c2ccccc21 (stereo not drawn)	i
CSc1cccc(NS(=O)(=O)c2ccc3c(c2)OCCO3)c1	i
Cc1nn(CC(=O)NC(=O)NC2CCCCC2)c(C)c1[N+](=O)[O-]	i
Fc1ccc(NC(=S)Nc2cccc3cnccc23)cc1	i
O=c1cc(C(F)(F)F)c2ccc(O)cc2o1	i
CCCN(CC1CC1)C(=O)Cn1c(=O)/c(=C\c2ccsc2)s/c1=C\C(=O)C(C)(C)C	i
CN(C)CCNC(=O)CCNC(=O)NC12CC3CC(CC(C3)C1)C2	i
Cc1nn2cnnc2[nH]c1=O	i
O=C(COC(=O)c1ccc(-c2ccc(C(=O)OCC(=O)NC3CC3)s2)s1)NC1CC1	i
Oc1c(/C=N/n2cnnc2)sc2ccccc12	i
COc1ccc(C2Nc3cc(C(F)(F)F)c(S(N)(=O)=O)cc3S(=O)(=O)N2)cc1 (stereo not drawn)	i
CC(C)(C)c1ccc2c(c1)OCCOCCOCCO2	i
CCOc1ccc(S(=O)(=O)NC2CCS(=O)(=O)C2)cc1 (stereo not drawn)	i
O=C(Nc1nnc(SCc2cccs2)s1)C1CCCC1	i
O=[N+]([O-])c1ccc(N/N=C2/C3C4CC5C2C2C3CC4C52)c([N+](=O)[O-])c1 (stereo not drawn)	i
O=S(=O)(Nc1cc2c3c(oc2c2ccccc12)CCCC3)c1ccc2ccccc2c1	i
CN(C)N=C1c2cc(S(N)(=O)=O)ccc2-c2ccc(S(N)(=O)=O)cc21	i
CSCCC1NC(=O)N(CN2CCc3sccc3C2c2cccs2)C1=O (stereo not drawn)	i
CC(C)NCC(=O)NC(=O)NC(C)C	i
CCOC(=O)c1c(C)[nH]c(C(=O)N2CCN(C(=O)OCC)CC2)c1C	i
O=C1Oc2ccccc2C(=O)/C1=C\N1CCN(c2ccccc2F)CC1	i
O=c1[nH]c(CN2CCCC2c2cccs2)nc2ccsc12 (stereo not drawn)	i
COc1ccc(C)cc1N1C2=[N+](CCCS2)CC1(O)c1ccc(C)cc1 (stereo not drawn)	i
Next section.
SMILES	PL biosyn Enam
COCCN(CCOC)C(=O)c1cc2c(=O)n3ccccc3nc2s1	i
NC(=NS(=O)(=O)c1ccc2c(c1)OCCO2)c1ccc([N+](=O)[O-])cc1	i
C=CC(=O)N=C1N=C2C=CC(Br)=CN2Cc2ccccc21	i
O=S(=O)(c1ccccc1F)N1CCOCC1	i
S=C1NC(c2ccccn2)N(c2ccccc2)N1 (stereo not drawn)	i
Cn1c2c(c(=O)n(C)c1=O)C(c1ccc(Br)cc1)C1=C(COC1=O)N2 (stereo not drawn)	i
Clc1ccc2nc(-c3cccc(Br)c3)cn2c1	i
O=C(/C=C/c1ccc(Br)o1)Nc1nc(-c2ccco2)c(-c2ccco2)s1	i
Cc1cc2nc(-n3ncc4ccc([N+](=O)[O-])cc43)c3ccccc3n2n1	i
CCOC(=O)c1sc(SC)nc1N	i
O=C(C1=C(O)C(=O)N(CCN2CCOCC2)C1c1cccs1)c1ccco1 (stereo not drawn)	i
CC1(O)COc2cc(Br)ccc2O1 (stereo not drawn)	i
CN=c1scc(-c2ccc(F)cc2)n1/N=C(\C)c1ccncc1	i
Cc1cccc(N=P2(N3CCOCC3)C3=C(N4CCOCC4)CC(C)(C)CC3=NN2c2ccccc2)c1C (stereo not drawn)	i
c1ccc2sc(CSc3nc4ccccc4s3)nc2c1	i
Oc1c(C(c2ccc(C(F)(F)F)cc2)N2CCOCC2)ccc2cccnc12 (stereo not drawn)	i
O=C(c1c[nH]c(=O)[nH]c1=O)N1CCN(Cc2ccc(Cl)s2)CC1	i
Cn1c(-c2ccccc2)c(/C=N/N=c2\sc3ccccc3n2C)c2ccccc21	i
FC(F)(F)c1nc(Oc2ccc3ccncc3c2)c2ccccc2n1	i
c1ccc(-c2csc3[n+]2CCCCC3)cc1	i
Cc1cc(C2=NNC(=NC3CCCC3)SC2)c(C)n1Cc1ccco1	i
COC(=O)c1c(N)sc2c1CCNC2	i
COC(=O)c1sc(N)c(C(=O)OC)c1COC(=O)CC1C=CCC1 (stereo not drawn)	i
O=S(=O)(N=P(C1CCCCC1)(N1CCOCC1)N1CCOCC1)c1ccccc1	i
Nc1nc(-c2cc3ccccc3oc2=O)cs1	i
S=c1[nH]nc(-c2cccnc2)o1	i
CC(OC(=O)Cn1cnc2c1c(=O)n(C)c(=O)n2C)C(N)=O (stereo not drawn)	i
CCCCn1c(=O)[nH]c(=O)c2c1nc(CSc1nnc(-c3ccco3)o1)n2CCC	i
COc1cc(-c2nn(CN3CCN(c4ncccn4)CC3)c(=S)o2)cc(OC)c1OC	i
O=C(Oc1cc(-c2cccc(C(F)(F)F)c2)c2oc(=O)sc2c1)c1cc(F)c(F)c(F)c1F	i
NS(=O)(=O)c1ccc2c(c1)Cc1cc(S(N)(=O)=O)ccc1-2	i
C=CCn1c(SCC(=O)N2CCNC2=O)nc2scc(C3CC3)c2c1=O	i
Cc1cc(C(=O)NNC(=O)CCC(=O)c2cc(C)sc2C)c(C)o1	i
Cc1cc(C=C2Sc3ccc4ccccc4c3N2C)cc(C)[n+]1-c1ccccc1	i
CNC(=S)NCCc1c[nH]c2ccccc12	i
CN(C1CCCCC1)S(=O)(=O)c1ccc(F)c(F)c1	i
CCn1c(O)c(C=NCCSCc2cccs2)c(=O)n(CC)c1=S	i
O=S(=O)(c1ccc(F)cc1F)N1c2cccc3cccc(c23)S1(=O)=O	i
O=S1(=O)CCC(N=Nc2c(O)[nH]c3c(Br)cc(F)cc23)C1 (stereo not drawn)	i
O=C(NC1CCS(=O)(=O)C1)c1ccc(Br)o1 (stereo not drawn)	i
O=C1NC(C(=O)O)=CC(c2ccc(F)cc2F)N1 (stereo not drawn)	i
CCCCCC(/C=N/N=C/C(=C/c1ccco1)CCCCC)=C\c1ccco1	i
Cc1noc(C)c1CCC(=O)N1CCN(CC2CCCO2)CC1 (stereo not drawn)	i
CCOC(=O)c1sc(N=Nc2c(O)[nH]c(=S)[nH]c2=O)c(C(=O)OCC)c1C	i
Cc1cc(C)c(S(=O)(=O)N2CCC3(CC2)OCCO3)c(C)c1	i
Cc1csc(SCCCn2c(=O)c3c(ncn3C)n(C)c2=O)n1	i
CCCCNC(=S)NC1CCC(NC(=S)NCCCC)CC1 (stereo not drawn)	i
CC(C)(C)OC(=O)CSc1nc2scc(-c3cccs3)c2c(=O)[nH]1	i
COc1cc(C(c2oc(CO)cc(=O)c2O)c2oc(CO)cc(=O)c2O)cc(OC)c1OC	i
CCC(CC)NC(=O)CSc1nnc(Cc2csc(C)n2)o1	i
CC1(C)CC2=NN(c3ccccc3)P(=Nc3ccccc3[N+](=O)[O-])(c3ccccc3)C2=C(N2CCOCC2)C1 (stereo not drawn)	i
Nc1cc(S(=O)(=O)Nc2ccc(SC(F)F)cc2)ccc1Cl	i
Cn1c(=O)c([N+](=O)[O-])c(N)c2ccccc21	i
COc1cc(OC)cc(C(N)c2nccn2C)c1 (stereo not drawn)	i
Oc1cc2c(cc1CN(Cc1ccncc1)C1CC1)OCO2	i
NC(=O)c1c(NC(=O)c2sc3cc(F)ccc3c2Cl)sc2c1CCC2	i
O=C(N=C1N=C2C=CC(Br)=CN2Cc2ccccc21)Nc1ccccc1	i
CO/N=C/C1=C(Sc2nc3ccccc3s2)CCCC1	i
CC1(C)CC(=O)C=C(NC2CCCCC2)C1	i
Clc1ccc(N=C2SCCN2C2CCCCC2)cc1	i
The list goes on.
SMILES	PL biosyn Enam
O=[N+]([O-])c1ccc(N2CCCC(C(F)(F)F)C2)c([N+](=O)[O-])c1 (stereo not drawn)	i
CCc1nn2c(=O)cc(CSc3nnnn3C3CCCC3)nc2s1	i
COC(=O)c1sccc1NC(=O)C1CC=CCC1C(=O)O (stereo not drawn)	i
Cc1cc(N)n(-c2nc(C)nc3sc4c(c23)CCCC4)n1	i
COC(=O)C1c2sc(=O)[nH]c2SC2C(=O)N(c3ccc(Br)cc3)C(=O)C21 (stereo not drawn)	i
O=c1oc2ccccc2cc1-c1csc(Cc2nc3c(s2)CCCC3)n1	i
CCOC(=O)c1[nH]c(C)c(C(=O)OC2CCOC2=O)c1C (stereo not drawn)	i
O=S(=O)(c1cc(Cl)ccc1Cl)N1CCN(c2ccccn2)CC1	i
CCc1ccc(C2C=C(c3ccc(C)c([N+](=O)[O-])c3)Nc3nnnn32)cc1 (stereo not drawn)	i
Nc1nnc(N)c2ccccc12	i
COc1ccc(-c2nn(CN3CCN(C)CC3)c(=S)o2)cc1OC	i
Cc1n[nH]c(=O)c2c(NC(=O)COC(=O)C3CC4CCCC(C3)C4=O)oc(C)c12 (stereo not drawn)	i
CCN(CC)C(=O)C1=C(C)NC(=S)NC1c1ccc(C)s1 (stereo not drawn)	i
CSCCC(C(=O)O)N1C(=O)CSC1=S (stereo not drawn)	i
C=C(C)CN=c1scc(-c2ccco2)n1/N=C/c1cc(Br)cc(Br)c1O	i
O=c1c(O)c(-c2cc(Cl)cc3c2OCOC3)oc2ccc(Cl)cc12	i
O=[N+]([O-])c1ccccc1N/N=C1\CCCCc2ccccc21	i

A draw from above in order of heavy-atom count, rising:
SMILES	PL biosyn Enam
CC1(C)CC(=O)C=C(NC2CCCCC2)C1	i
CC(C)(C)c1ccc2c(c1)OCCOCCOCCO2	i
O=S1(=O)CCC(N=Nc2c(O)[nH]c3c(Br)cc(F)cc23)C1 (stereo not drawn)	i

High-throughput results (PubChem)
